SMARCA2 activ: SMARCA2 function activation, primary screen; MG213 cells, MMTV-luciferase reporter, dexamethasone, overnight; 370,000 tested, 1% active; AID 652017; activation, % at 9.1 µM; in the data active = activation above about 7.8%;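 note: 0% = vehicle wells and 100% = reference activator wells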
hgDAF12 agonist: agonists of H. glycines DAF-12 nuclear receptor | HEK293 GAL4-hgDAF12 UAS-luciferase reporter, agonist luminescence; normalized to butyrate control | activation, % at 6.8 µM | 370,000 tested, 1.8% active | AID 687014;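 active = activation above a cutoff set at the mean of all screened compounds plus 3 SD, cut at about 10% in these data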;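 note: 0% = DMSO wells and 100% = sodium butyrate wells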
PG9 Ab binder: PG9 antibody binding by small molecule. TR-FRET gp120-PG9 antibody binding. inhibition, % at 6.7 µM. 360,000 tested, 0.43% active. AID 624416; in the data active = inhibition above about 8.5%
NR1D1 modulator: modulators of human Rev-erb alpha DNA binding | AID 1259318 | P20393 | Rev-erbα–FITC-DNA binding, fluorescence polarization, 90 min | 370,000 tested, 0.79% active | activity, % at 10 µM;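 active = activity above about 14%, limit read from the data; passing the limit was not always enough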;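 note: 0% = DMSO wells with 35 nM protein and 100% = DMSO wells with 750 nM protein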
DAX1 inh-1: inhibits human nuclear receptor DAX1; P51843; HEK293 Gal4-DAX1 luciferase reporter, luminescence; inhibition, % at 6.75 µM; 340,000 tested, 0.99% active; AID 504766;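 active = inhibition above the mean over all tested compounds plus 3 SD, cut at about 4.2% in these data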;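 note: 0% = DAX1-transfected cells with DMSO and 100% = empty-vector control cells with DMSO; inhibition shows as a rise in luminescence from relieved DAX1 repression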
ssDAF-12 act: S. stercoralis DAF-12 activation, primary screen; activation, % at 6.8 µM; HEK293 ssDAF-12/GRIP1 lit1-tk-luc reporter, luminescence; % of 3 µM dafachronic acid response; 370,000 tested, 1% active;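 active = activation above the mean over all tested compounds plus 3 SD, cut at about 0.9% in these data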;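 note: 0% = DMSO-only wells and 100% = 3 µM delta7-dafachronic acid wells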
PLC-beta3 inh: PLC-beta3 (human) inhibition, primary screen; 370,000 tested, 0.18% active; inhibition, % at 12.2 µM; Q01970; Purified PLC-beta3, fluorogenic substrate, fluorescence; in the data active = inhibition above about 11%;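 note: 0% = median of compound wells on plate and 100% = full blocker control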
HGIII-sPLA2 inh: Blocks human group III sPLA2 activity; inhibition, % at 12.2 µM; QFRET BODIPY PC-A2 liposome hydrolysis, fluorescence; Q9NZ20; 370,000 tested, 0.56% active;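 active = inhibition above mean plus 3 SD of compounds lying within the high and low control bounds, cut at about 19% in these data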;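 note: 0% = median of test compound wells and 100% = no enzyme DMSO wells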
FXN GAA850 act: frataxin GAA850 promoter activation | HEK293 lucGAA850 FXN promoter luciferase reporter, 24 h; percent of 10 µM SAHA response | activation, % at 6 µM | 360,000 tested, 0.56% active | AID 540364;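 active = activation above the average of all compounds screened plus 3 SD, cutoff fixed separately per campaign, cut at about 7.5% in these data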;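 note: 0% = DMSO wells and 100% = 10 µM SAHA wells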
DAX1 inh-2: blocks DAX1 repression of SF-1 activated StAR promoter. 370,000 tested, 1.1% active. HEK293T StAR-luciferase reporter, SF-1/DAX-1 repression relief. AID 652010. inhibition, % at 6.8 µM;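 active = inhibition above the mean over all tested compounds plus 3 SD, cut at about 3.6% in these data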;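 note: 0% = DAX-1 cells with DMSO and 100% = cells lacking DAX-1 with DMSO; higher inhibition means more luminescence from relief of DAX-1 repression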
hcDAF12 agonist: H. contortus DAF-12 activation, primary screen | HEK293 hcDAF-12 lit1-tk-luc reporter, luminescence; 0% DMSO, 100% Δ7-dafachronic acid | activation, % at 6.8 µM | 370,000 tested, 1.4% active | AID 652067;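 active = activation above the mean of all tested compounds plus 3 SD, cut at about 5.5% in these data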;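 note: 100% = response to 3 µM Δ7-dafachronic acid high control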
* marks the source's active call; other numbers are inactive results; nt = not tested or not shown.

SMILES	SMARCA2 activ	hgDAF12 agonist	PG9 Ab binder	NR1D1 modulator	DAX1 inh-1	ssDAF-12 act	PLC-beta3 inh	HGIII-sPLA2 inh	FXN GAA850 act	DAX1 inh-2	hcDAF12 agonist
COc1cc2c(cc1OC)[C@H](Cc1ccc(O)cc1)NCC2	-2	1.1	-0.9	-4	-0.5	-1.1	-29	7	3.2	-0.4	-0.7
Nc1ccc(S(=O)(=O)N2CCCc3ccccc32)cc1	-3	0.2	-1.3	3	1.0	-1.3	7	11	1.5	-0.1	0.2
O=C(CC1C(=O)NCCN1Cc1ccc(Cl)c(F)c1)NCC1CCOCC1 (configuration not stated)	-1	1.5	0.3	1	-0.8	-1.2	-16	-2	0.3	0.5	1.0
C[C@H](CO)N1C[C@H](C)[C@H](CN(C)C(=O)CC2CC2)Oc2cc(Br)ccc2S1(=O)=O	-1	-0.6	0.8	7	-0.2	-1.3	3	2	-0.5	-0.1	-0.3
CCn1c(SCC(=O)O)nc2sc3c(c2c1=O)CCC3	-3	1.3	0.7	-17	1.2	0.3	-2	-3	0.5	-0.2	-1.2
O=C1CCC[C@H]2C[C@H](NCc3ccc(F)cc3F)CC[C@]23CCCN13	nt	0.4	nt	-3	nt	-0.3	0	6	nt	nt	-2.0
CS(=O)(=O)N(CC(=O)Nc1ccccc1C(=O)N1CCOCC1)c1cccc(F)c1	-2	-2.5	0.0	2	-0.5	-0.8	-5	2	0.6	-0.6	-0.9
Cc1c(N2C(=O)CS/C2=N\N=C\c2ccc(Cl)cc2)c(=O)n(-c2ccccc2)n1C	-2	-0.8	-1.1	0	0.0	-0.3	-1	-7	-2.5	-0.2	0.8
O=C(NC(c1ccccc1)c1ccccc1)N1CCN(CCO)CC1	0	-1.1	0.7	-7	0.6	-1.1	-1	0	1.4	-0.6	-1.5
Cc1ccc(N2CC(=O)Nc3c(sc4nc(C)cc(C)c34)C2=O)cc1	2	-1.7	-2.6	0	2.1	-1.4	-4	0	2.0	0.1	1.0
O=C(Nc1ccc(F)c(F)c1)c1ccc(F)c(S(=O)(=O)N2CCC3(CC2)OCCO3)c1	-5	-7.0	-1.0	6	-3.3	-1.9	4	-9	-1.7	-3.3	-1.9
Cc1n[nH]c(=O)c2c(NC(=O)COC(=O)c3cc(F)cc(F)c3)oc(C)c12	-1	-1.5	-2.1	-3	1.9	-0.7	-6	6	0.1	1.6	-0.6
Cc1nc(-c2nnc(SCC(=O)Nc3cc(C(F)(F)F)cc(C(F)(F)F)c3)n2C)cs1	8.3*	-2.1	-2.8	8	6.4*	-1.9	-4	1	2.3	-0.2	-0.7
O=C(COc1ccc2c(C(F)(F)F)cc(=O)oc2c1)NCc1cccs1	-3	-3.0	-1.5	-6	2.2	-1.2	-377	5	-0.2	0.2	2.1
COC(=O)C1=C(C)OC(N)=C(C#N)C1c1cc(OC)ccc1OC (configuration not stated)	-1	-2.1	-0.8	3	0.0	-1.3	-17	-8	0.4	-0.2	-2.8
CCOCCCNC(=S)N1C2CCC1CC(NC(=O)Nc1ccc(C(=O)OCC)cc1)C2 (configuration not stated)	5	-0.7	0.7	4	-0.3	-2.4	-9	-11	-0.3	-2.5	-2.3
COC(=O)C1=C(C)N(Cc2ccc(C(F)(F)F)cc2)C(=NCc2ccccc2C(F)(F)F)NC1c1ccc(Cl)cc1 (configuration not stated)	0	-1.1	-2.0	6	nt	-1.4	2	7	nt	0.9	-0.7
CC1CCC(C(C)C)C(OCC(O)CN2CCOCC2)C1 (configuration not stated)	-2	1.2	1.3	-5	1.1	-1.7	2	3	1.3	0.1	-1.4
Cc1ccc(NC(=O)C2=C(c3ccccc3)S(=O)(=O)CCS2(=O)=O)cc1	-8	-13	-0.2	5	-5.1	-2.5	1	0	-13	-3.4	-4.0
COC(=O)C1=C(C)Nc2ncnn2C1c1ccc(OCc2ccccc2)cc1 (configuration not stated)	1	0.0	0.8	-1	0.0	-1.0	1	5	-1.7	0.0	-1.2
COc1ccc(OC)c(C(=O)N2CCC(CCC(=O)NC3CC3)CC2)c1	-4	1.3	-2.6	3	0.7	-0.8	-2	-2	-0.1	-0.5	0.5
CCn1c2ccccc2c2cc(NC(=O)COC(=O)c3cc(F)ccc3F)ccc21	-1	-3.8	nt	13	nt	-0.4	2	-1	nt	0.7	-3.8
Cc1ccc(Cn2c(C(C)Nc3nc(-c4ccc(F)cc4)cs3)nc3cc(C(F)(F)F)ccc32)cc1 (configuration not stated)	1	-0.5	2.1	-5	-0.6	-1.1	1	-1	0.8	0.2	-1.1
CC(CN1CCOCC1)OC(=O)c1ccc(C(C)(C)C)cc1 (configuration not stated)	-3	0.3	0.3	5	-0.8	-1.5	0	0	1.2	-0.4	1.0

Next part; it opens with the 4 that closed the last part.
SMILES	SMARCA2 activ	hgDAF12 agonist	PG9 Ab binder	NR1D1 modulator	DAX1 inh-1	ssDAF-12 act	PLC-beta3 inh	HGIII-sPLA2 inh	FXN GAA850 act	DAX1 inh-2	hcDAF12 agonist
COc1ccc(OC)c(C(=O)N2CCC(CCC(=O)NC3CC3)CC2)c1	-4	1.3	-2.6	3	0.7	-0.8	-2	-2	-0.1	-0.5	0.5
CCn1c2ccccc2c2cc(NC(=O)COC(=O)c3cc(F)ccc3F)ccc21	-1	-3.8	nt	13	nt	-0.4	2	-1	nt	0.7	-3.8
Cc1ccc(Cn2c(C(C)Nc3nc(-c4ccc(F)cc4)cs3)nc3cc(C(F)(F)F)ccc32)cc1 (configuration not stated)	1	-0.5	2.1	-5	-0.6	-1.1	1	-1	0.8	0.2	-1.1
CC(CN1CCOCC1)OC(=O)c1ccc(C(C)(C)C)cc1 (configuration not stated)	-3	0.3	0.3	5	-0.8	-1.5	0	0	1.2	-0.4	1.0
Cc1ccc(S(=O)(=O)n2nc(OC(=O)C3CCCCC3)cc2N)cc1	-1	2.5	0.6	-6	0.5	-1.1	-2	1	1.5	0.0	1.0
CCO[C@@H]1OC(C(=O)N2CCCCCCC2)=C[C@H](C2CCCCC2)[C@H]1CCCO	0	-0.7	-1.9	-2	0.5	-1.6	1	1	0.1	-0.7	-1.8
Cc1ccc(CC2C(=O)N(c3cc(C)ccc3C)C(=O)C2C)cc1 (configuration not stated)	-2	-1.8	-1.0	-2	-0.8	-2.0	1	0	0.2	0.3	-1.8
CCCc1cc(C(=O)NC2CCCC2)no1	2	5.3	0.7	-3	1.9	-0.1	3	-14	0.5	1.5	2.5
COc1ccccc1N1CCN(C(=O)Cn2cnc3c2c(=O)n(C)c(=O)n3C)CC1	-5	-0.2	-0.5	1	-0.7	-1.7	3	7	2.1	-0.3	-1.3
CN(C)CCC1(C2=CCCC2)CC/C(=C/c2ccc(Cl)cc2)C1=O (configuration not stated)	-2	2.4	-0.6	-3	-0.1	-1.3	-3	-4	-2.7	0.4	-1.4
COc1cccc(CNC(=O)C(=O)NCC2OCCCN2S(=O)(=O)c2cc(C)ccc2C)c1 (configuration not stated)	-3	-1.7	-2.2	2	0.6	-0.8	-2	1	-1.2	-1.3	-2.2
CCSc1nc(-c2ccccc2)c2cc(Cl)ccc2n1	-4	-3.6	-1.8	8	0.1	-1.3	-5	7	1.0	-0.4	-1.5
O=C(NN=C1C2CC3CC(C2)CC1C3)c1cccc(S(=O)(=O)N2CCOCC2)c1	-2	-3.6	0.1	0	-1.9	-1.4	-6	0	1.1	-0.1	-0.3
CCN(CC)c1nc(-c2ccccn2)nc(-c2ccccc2)c1C#N	-6	-8.0	-0.1	0	-1.5	-2.5	-13	4	-2.3	-3.4	-3.4
CCOC(=O)CCc1c(C)nc2c(c(C)nn2C(C)(C)C)c1C	-2	-3.2	0.9	8	0.9	-0.5	4	3	1.2	0.2	-1.3
Cn1nnnc1Sc1ccc(C(=O)O)cc1[N+](=O)[O-]	-5	0.0	-0.1	2	-2.3	-1.8	-7	14	1.1	0.6	2.0
COc1cccc(-c2cc(C(F)(F)F)nc(-n3cc(C)cn3)n2)c1	0	0.8	-0.1	1	-0.6	-1.4	-230	4	2.8	-0.5	-1.5
CCN(C(=O)[C@@H](C1CC1)[C@@H](O)c1ccc2ccccc2c1)c1ccccc1	-7	-0.8	nt	3	nt	-1.3	0	4	nt	-0.4	-0.4
COC(=O)c1cc(C)cc(=O)o1	-2	1.5	0.8	-1	-0.9	-1.3	-4	14	-2.0	-0.5	0.4
Cc1ccc2nc(NC(=O)C(NS(=O)(=O)c3cccc4nsnc34)C(C)C)sc2c1 (configuration not stated)	0	-1.5	-0.9	3	1.6	-1.9	1	6	-0.3	0.1	0.2
COc1ccc(C(=O)Nc2nnc(S(=O)(=O)N(C)Cc3ccccc3)s2)cc1	-3	1.2	-2.0	18	0.6	-0.7	-6	-3	2.4	0.2	-3.2
COC(=O)CNC(=O)COC(=O)c1ccc(OC)c([N+](=O)[O-])c1	9.1*	-1.5	-2.4	0	0.6	-0.8	3	-3	0.4	-0.2	-0.2
O=C(OCn1nnc2ccccc2c1=O)c1cccnc1	-4	0.0	0.9	-2	0.2	-0.8	5	13	-0.5	-0.1	-2.0
COc1ccc(S(=O)(=O)NCc2cccnc2)cc1C(=O)NC1CCCCC1	-3	-0.8	0.1	1	0.1	-1.2	-10	-1	-1.1	0.3	0.4
CCCCOc1ccc(C(=O)NCC(=O)NCC(c2ccc(OC)cc2)N2CCCC2)cc1 (configuration not stated)	0	-1.4	-1.4	-4	-0.6	-0.2	-12	-5	-1.1	2.4	-1.8
CCc1noc(C)c1C(=O)Oc1ccc(N(C)S(=O)(=O)c2ccccc2)cc1	-5	-2.5	0.7	12	-3.9	-1.8	0	1	-0.9	-4.9	-3.6
COc1cc(C)c(Br)cc1S(=O)(=O)NCCCN1CCOCC1	-4	-3.4	-2.5	5	0.9	-0.8	3	7	2.1	-0.1	-1.6
O=C(c1ccc(Cl)c([N+](=O)[O-])c1)N1CCN(c2ccccc2)CC1	-1	1.6	-0.2	0	0.7	-1.3	-1	2	-2.2	0.2	-0.6
Cc1ccccc1NC(=S)NC1CCCC1	-2	-1.4	-0.1	-6	0.6	-0.5	-4	10	1.5	-0.1	0.2
Cc1ccc(NC(=O)CN2CCc3cc4c(cc3C2C)OCCCO4)cc1C (configuration not stated)	-4	1.9	-0.3	0	-0.3	-1.4	-12	-9	1.6	-0.3	-0.7
NC(=O)c1ccccc1NC(=O)CCN1C(=O)c2ccccc2C1=O	-1	2.4	-0.6	-2	-0.3	-1.8	-5	1	0.3	-0.3	-0.8
CCN(CC)C(=O)NC1CC(=O)N(c2ccc(OC)cc2)C1 (configuration not stated)	0	4.8	-1.8	0	-0.6	-0.1	3	1	0.3	-0.2	2.1
CC(=O)Nc1cccc(NC(=O)CSc2nnc3ccc(-c4ccncc4)nn23)c1	8	1.1	-0.9	-4	0.1	-0.9	-9	1	-0.5	-0.1	0.8
Cn1cc2c(=O)n(/N=C/c3ccccc3)cnc2n1	-2	1.1	-1.3	1	-0.8	-0.3	-2	12	1.0	0.2	-1.3

Compounds as they come; 7% or so of the library scored in one or more.
